TIM10 inh = growth inhibitors of TIM10 yeast strain; S. cerevisiae TIM10 strain growth, BacTiter-Glo luminescence, 24 h; inhibition, % at 10 µM; 1.4% of 330,000 active; AID 463195;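 active = inhibition of 40% or more at the single tested concentration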;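 also: wild-type TIM10 isogenic control strain grown at permissive 25 °C; 0% = DMSO yeast wells and 100% = minimal medium wells without yeast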
Mdm2-MdmX inh = human Mdm2/MdmX binding inhibition | inhibition, % at 8 µM | SaOS-2 split-luciferase Mdm2/MdmX complementation, luminescence | 3% of 330,000 active | O15151+Q00987;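 active = inhibition of at least 50% at 8 µM in the primary screen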
Target sequence (O15151 whole entry, looked up): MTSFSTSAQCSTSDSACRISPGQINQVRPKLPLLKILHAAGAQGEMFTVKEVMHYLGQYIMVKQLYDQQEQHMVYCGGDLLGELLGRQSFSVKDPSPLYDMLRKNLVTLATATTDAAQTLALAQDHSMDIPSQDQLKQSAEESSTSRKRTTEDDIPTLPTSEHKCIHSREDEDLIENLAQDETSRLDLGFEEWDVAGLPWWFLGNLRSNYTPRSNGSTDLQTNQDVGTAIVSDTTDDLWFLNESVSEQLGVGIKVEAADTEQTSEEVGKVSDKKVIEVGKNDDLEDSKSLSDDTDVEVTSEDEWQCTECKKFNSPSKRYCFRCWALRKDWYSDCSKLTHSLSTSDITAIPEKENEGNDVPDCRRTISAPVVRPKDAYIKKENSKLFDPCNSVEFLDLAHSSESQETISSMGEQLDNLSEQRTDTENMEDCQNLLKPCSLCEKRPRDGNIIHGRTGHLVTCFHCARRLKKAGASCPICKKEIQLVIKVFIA
Target sequence (Q00987 whole entry, looked up): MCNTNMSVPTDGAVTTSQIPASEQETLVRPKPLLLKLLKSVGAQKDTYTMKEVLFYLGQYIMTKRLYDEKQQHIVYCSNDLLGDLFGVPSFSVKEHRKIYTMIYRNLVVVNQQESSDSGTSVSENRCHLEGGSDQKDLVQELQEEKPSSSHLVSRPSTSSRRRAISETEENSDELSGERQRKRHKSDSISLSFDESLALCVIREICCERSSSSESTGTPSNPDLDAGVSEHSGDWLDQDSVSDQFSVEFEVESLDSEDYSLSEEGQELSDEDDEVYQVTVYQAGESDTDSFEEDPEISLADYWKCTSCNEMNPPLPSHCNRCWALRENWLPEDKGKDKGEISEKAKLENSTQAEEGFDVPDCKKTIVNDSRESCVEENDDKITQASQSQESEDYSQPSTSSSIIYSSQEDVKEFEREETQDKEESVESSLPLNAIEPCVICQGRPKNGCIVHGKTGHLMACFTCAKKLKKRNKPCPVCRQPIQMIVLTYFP
UPR CHOP act = apoptotic UPR (CHOP) activation; CHO-CHOP luciferase reporter, luminescence; percent of tunicamycin response over DMSO baseline; activation, % at 10 µM; 0.34% of 330,000 active; AID 449763;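 active = at 10 µM dose, activation of 40% or more, normalized to positive control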;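 also: 100% = tunicamycin at 10 µg/mL and 0% = DMSO alone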
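Assay system: CHO-CHOP cells, stable luciferase reporter of PERK-eIF2a-CHOP signalling / Buffer or medium: F12 plus 10% serum / Compound dosing: one dose, 10 µM in 0.5% DMSO / Times: 6 h compound treatment, 37 °C / Technique: luciferase luminescence / Read-out: % reporter activation, DMSO baseline versus tunicamycin full activation / Benchmarks: tunicamycin and DMSO controls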
tim23-1 inh = growth inhibitors of tim23-1 mutant yeast | S. cerevisiae tim23-1 growth, BacTiter-Glo luminescence, 24 h | 1.3% of 330,000 active | AID 463212 | inhibition, % at 20 µM;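 active = growth inhibition of the mutant yeast at or above 50%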;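 also: temperature-sensitive mutant grown at 25 °C; plate controls were DMSO-treated mutant yeast for no effect and medium wells lacking yeast for full effect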
XBP1 UPR activ = activators of adaptive arm of unfolded protein response (XBP1) | CHO-XBP1 luciferase reporter, IRE1-XBP1 UPR activation, luminescence; percent of tunicamycin response, DMSO as zero | activation, % at 20 µM | 0.33% of 330,000 active | AID 463104;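 active = versus positive control, 20 µM dose yields 30% or more activation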;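 also: 100% = tunicamycin at 10 µg/mL and 0% = DMSO only wells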
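Assay system: IRE1-XBP1 luciferase reporter CHO line. Input: 1000 cells/well. Buffer or medium: F12 with 10% serum. Doses: 20 µM, 1% DMSO. Times: overnight seeding at 37 °C, 6 h compound treatment at 37 °C. Technique: Steady-Glo luciferase glow luminescence, 10 min after reagent addition.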
tim10-1 inh = growth inhibitors of tim10-1 mutant yeast. inhibition, % at 20 µM. AID 463190. 2.2% of 330,000 active. S. cerevisiae tim10-1 ts strain growth, BacTiter-Glo, 24 h;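 active = inhibition of at least 40%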;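 also: mutant grown at 25 °C; 0% = DMSO wells with yeast and 100% = wells holding no yeast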
Jurkat NFkB inh = inhibitors of the PMA/ionomycin-induced NF-kB reporter in Jurkat cells | PMA/ionomycin-induced NF-kB luciferase reporter, luminescence | inhibition, % at 4 µM | AID 435003 | 0.53% of 330,000 active; in the data active = inhibition above about 50%
697 NFkB inh = inhibitors of the PMA/ionomycin-induced NF-kB reporter in 697 B cells. 697 B-cell NF-kB luciferase reporter, 16 h. inhibition, % at 4 µM. 0.33% of 330,000 active. AID 435022; in the data active = inhibition above about 35%
The depositor's hits bear a star; x = no result given; & = joins results of further samples.

SMILES | TIM10 inh | Mdm2-MdmX inh | UPR CHOP act | tim23-1 inh | XBP1 UPR activ | tim10-1 inh | Jurkat NFkB inh | 697 NFkB inh
Cc1cc(C(=O)CSc2nn3c(=O)c(C(C)(C)C)nnc3s2)c(C)n1-c1ccc(F)cc1 | 16 | 16 | 0.3 | 34 | -2 | 34 | 1 | 11
COCCC(=O)N1CCC(Oc2ccc(C(=O)NCc3csc(C)n3)cc2)CC1 | 3 | 23 | 0.5 | 5 | -3 | -5 | -10 | -10
CC(C)(C)n1nc2c(c1NC(=O)c1ccc(F)c(F)c1)CS(=O)(=O)C2 | 3 | -2 | 0.5 | 15 | 0 | 9 | 6 | -11
CSc1ncccc1C(=O)NCC12CC3CC(CC(C3)C1)C2 | 23 | -22 | -0.7 | 26 | -3 | 20 | 6 | 4
CC(=O)Nc1ccc2oc(-c3cc(F)c(F)cc3Cl)nc2c1 | 27 | -66 | 4.2 | 7 | 0 | 22 | -90 | -105
O=C(Nc1ccncc1)c1ccc2c(c1)S(=O)(=O)c1ccccc1C2=O | 1 | 33 | 0.6 | 5 | -1 | -7 | 40 | 13
COc1ccc(Cl)cc1Nc1nc(-c2sc(NC(=O)CC(C)C)nc2C)cs1 | 10 | 29 | 1.1 | 13 | -1 | 10 | 16 | 1
N#CCCN1CCN(Cc2ccccc2)CCC1=O | -1 | -23 | -1.3 | -2 | -3 | -7 | 0 | 18
Cc1ccc(NCC(O)C(O)C(O)CO)c(N=Nc2ccccc2)c1C (stereo unspecified) | 4 | -36 | 1.5 | 19 | -1 | 20 | -7 | -10
CCOC(=O)c1ccc(C(=O)NNC(=O)C2CC=CCC2)cc1 (stereo unspecified) | -12 | 20 | -0.5 | 3 | 3 | -16 | -19 | -5
O=C(Cc1ccccc1)NC1(Cc2ccc(O)cc2)CCCCC1 | 15 | 1 | -1.0 | 7 | -5 | 20 | -10 | 13
CCCc1nc(Nc2nc3ccccc3o2)nc(C)c1C(=O)OCC | -1 | -62 | 3.4 | 8 | 1 | 22 | -131 | -168
O=C(CCNC(=O)c1ccc([N+](=O)[O-])cc1)NCc1cccs1 | 10 | 17 | -0.8 | 8 | -2 | 1 | -6 | 8
Cc1cc(C(=O)Cn2nnc(-c3ccc(Cl)cc3)n2)c(C)n1CC1CCCO1 (stereo unspecified) | 20 | 20 | -1.8 | 24 | -4 | 12 | 1 | -12
CCCCCn1c(SCCOCC)nc2c1c(=O)[nH]c(=O)n2C | 1 | 18 | 0.3 | 10 | 2 | 19 | -2 | -14
O=C1c2ccccc2[C@@H]2C[C@@H](O)[C@H](Nc3cccc(C(F)(F)F)c3)CCN12 | -2 | -6 | 1.1 | 22 | 1 | 3 | x | 0
COc1ccc(N2C(=O)C(CN3CCN(C)CC3)C2c2ccccc2)cc1 (stereo unspecified) | -8 | 19 | 0.1 | 4 | -2 | -4 | -4 | -10
COc1ccc(S(=O)(=O)N2CCCCC2)cc1NC(=O)c1cnc(C)cn1 | -1 | 17 | -0.2 | 5 | -2 | 8 | -10 | 14
CN=C1c2ccccc2CN1c1cccc(C(=O)OC)c1 | 2 | 20 | 1.3 | -5 | -3 | 1 | 6 | -8
COc1ccc(/C=C/c2cc(-c3ccc(C)cc3)o[n+]2C)cc1 | 9 | 74* | 1.0 | 2 | 0 | 22 | 61* | 93*
Cc1cccnc1NC(=O)C1CCN(S(=O)(=O)c2ccc3ccccc3c2)CC1 | -3 | 15 | -0.6 | -6 | 2 | 4 | 2 | 18
CCc1cccc(C)c1NC(=O)CSc1nc(C)c(C)o1 | 9 | 20 | 0.9 | 17 | -5 | 10 | -2 | 10
CC(C)Cn1c(-c2nn(C)cc2Cl)n[nH]c1=S | -2 | -21 | -0.4 | 8 | -3 | 26 | -16 | -6
COc1ccc(CCNC(=O)COC(=O)COc2ccc(Cl)cc2)cc1OC | -13 | 28 | -1.2 | 7 | 1 | 7 | -4 | -3
CCCC(=O)Nc1ccc(C(N)=O)cc1 | -9 | -2 | -1.3 | 7 | 0 | 20 | -6 | -4
O=C(COC(=O)c1ccc(F)c(S(=O)(=O)N2CCOCC2)c1)NCCc1ccc(F)cc1 | 3 | 17 | 0.5 | -4 | -2 | 3 | 2 | 17
O=C1c2ccccc2-c2c1cccc2C(=O)N1CCOCC1 | 8 | 17 | -3.1 | -5 | -3 | 6 | 17 | 12
CC(=O)c1ccc(NC(=O)/C(=C\c2ccccc2)NC(=O)/C=C/c2ccccc2)cc1 | 22 | -40 | 0.7 | 21 | 0 | 14 | 4 | -30
CC(=O)c1ccc(NS(=O)(=O)c2ccc3c(c2)N(C(C)=O)CCO3)cc1 | 0 | -7 | 2.3 | 2 | -5 | -10 | -6 | -12
CCC(CC)c1nn2c(N)c(/C=C3\C=Nc4ccccc43)c(=O)nc2s1 | 14 | 16 | -0.3 | 8 | -5 | 3 | -10 | -22
COc1ccc(C(C)(C)C)cc1NC(=O)CN1C(=O)C(=O)N(Cc2ccco2)C1=O | 3 | -8 | 2.8 | 18 | 0 | 12 | 3 | -9
COc1cnc(-c2ccccn2)nc1Oc1ccc(C(C)(C)C)cc1 | 26 | 38 | 3.2 | 41 | 17 | 35 | 16 | -10
COc1cc(-c2nc(-c3ccncc3)no2)cc(OC)c1OC | 16 | -4 | 0.3 | 23 | 5 | 21 | -1 | 4
COc1cc(/C=C/C(=O)Nc2nc3ccc(S(=O)(=O)NC(C)C)cc3s2)cc(OC)c1OC | 7 | 22 | 0.0 | 0 | -3 | 1 | 12 | -23
Cc1cc2cc(CNC(=O)c3ccc(S(=O)(=O)N4CCCCC4)cc3)ccc2n1C | 1 | -6 | -1.9 | 16 | 2 | 9 | -5 | 9
COC(=O)Cn1c(O)c(N=NC(=O)c2ccc3c(c2)OCO3)c2ccccc21 | -18 | 11 | 3.6 | -8 | 2 | -33 | 0 | -48
CCOc1ccc(NC(=O)CN2CCN(CC(=O)Nc3ccccc3OC)CC2)cc1 | -3 | 14 | 2.0 | 12 | 2 | 8 | 0 | 19
C[C@H](O)c1[nH]c2cc(F)ccc2c1[C@H](C)O | 4 | 23 | -0.5 | 13 | -3 | 8 | 11 | 3
O=C(Nc1ccon1)c1sc2cc(F)ccc2c1Cl | 1 | -18 | 0.5 | -20 | 0 | -7 | -71 | 13
O=C(c1c[nH]c(C(=O)C(Cl)(Cl)Cl)c1)c1ccccc1Br | -11 | 1 | 1.1 | 17 | 0 | -2 | 9 | 21

Copied from the entries so far, 8 compounds:
SMILES | TIM10 inh | Mdm2-MdmX inh | UPR CHOP act | tim23-1 inh | XBP1 UPR activ | tim10-1 inh | Jurkat NFkB inh | 697 NFkB inh
COc1cc(-c2nc(-c3ccncc3)no2)cc(OC)c1OC | 16 | -4 | 0.3 | 23 | 5 | 21 | -1 | 4
COc1cc(/C=C/C(=O)Nc2nc3ccc(S(=O)(=O)NC(C)C)cc3s2)cc(OC)c1OC | 7 | 22 | 0.0 | 0 | -3 | 1 | 12 | -23
Cc1cc2cc(CNC(=O)c3ccc(S(=O)(=O)N4CCCCC4)cc3)ccc2n1C | 1 | -6 | -1.9 | 16 | 2 | 9 | -5 | 9
COC(=O)Cn1c(O)c(N=NC(=O)c2ccc3c(c2)OCO3)c2ccccc21 | -18 | 11 | 3.6 | -8 | 2 | -33 | 0 | -48
CCOc1ccc(NC(=O)CN2CCN(CC(=O)Nc3ccccc3OC)CC2)cc1 | -3 | 14 | 2.0 | 12 | 2 | 8 | 0 | 19
C[C@H](O)c1[nH]c2cc(F)ccc2c1[C@H](C)O | 4 | 23 | -0.5 | 13 | -3 | 8 | 11 | 3
O=C(Nc1ccon1)c1sc2cc(F)ccc2c1Cl | 1 | -18 | 0.5 | -20 | 0 | -7 | -71 | 13
O=C(c1c[nH]c(C(=O)C(Cl)(Cl)Cl)c1)c1ccccc1Br | -11 | 1 | 1.1 | 17 | 0 | -2 | 9 | 21

Additional compounds.
SMILES | TIM10 inh | Mdm2-MdmX inh | UPR CHOP act | tim23-1 inh | XBP1 UPR activ | tim10-1 inh | Jurkat NFkB inh | 697 NFkB inh
Cc1cc(C)c2nc(-c3cccnc3)cc(C(=O)NC(C)c3cnn(C)c3C)c2c1 (stereo unspecified) | 9 | 4 | 1.2 | 9 | 0 | 7 | 1 | 19
COc1ccc(OCc2cc(C(=O)NCCc3ccccc3)no2)c(Cl)c1 | 19 | 41 | 0.0 | 14 | -3 | 13 | 26 | -12
CC(=NCc1cccnc1)C1=C(O)c2ccccc2C1=O | 3 | -12 | -0.9 | -4 | 1 | -2 | 4 | -18
CCCNC(=O)CNC(=S)N(Cc1cc(OC)c(OC)c(OC)c1)C1CCCC1 | 1 | 28 | 2.4 | 1 | -1 | 12 | 8 | 20
CCOC(=O)c1c(NC(=O)c2nn(CC)cc2Br)c(C#N)nn1-c1ccccc1 | 30 | -29 | -1.3 | 22 | 2 | 23 | 5 | -10
CCOC(=O)Cc1csc(NC(=O)CSc2cc(Cl)ccc2Cl)n1 | 14 | 20 | 0.6 | 39 | -2 | 27 | 4 | -15
COC(=O)c1ccccc1NC(=O)CN1CCCCC1 | -7 | 7 | -2.5 | 7 | -2 | 1 | 6 | -5
CSc1ncc(Cl)c(C(=O)Nc2cccc(Cl)c2)n1 | 15 | 14 | 0.3 | 14 | -1 | 31 | -3 | 7
CCC(C)NC(=O)CN(c1cc(Cl)cc(Cl)c1)S(C)(=O)=O (stereo unspecified) | -7 | 21 | -1.9 | 6 | 3 | 0 | 7 | -11
CC(C)(C)OC(=O)C[C@@H]1C/C=C\C[C@@H](CC(=O)NCCO)C(=O)N[C@H](Cc2ccccc2)COC1=O | 2 | -22 | 0.6 | -4 | 0 | -13 | 7 | 21
CC(C)N(Cc1cc2ccccc2[nH]c1=O)C(=O)C(C)(C)C | -8 | -10 | 2.4 | 5 | -6 | 9 | 2 | 11
O=C(Nc1ccccc1O)c1ccc2c(c1)C(=O)N(c1ccccc1)C2=O | -6 | 18 | -1.0 | -6 | -4 | -10 | 3 | -1
COc1ccc(N(C(=O)c2cccc(OC)c2OC)C2C=CS(=O)(=O)C2)cc1 (stereo unspecified) | 13 | 8 | 2.8 | 11 | -2 | 10 | -1 | -3
CC1Cc2ccccc2N1C(=O)CN1C(=O)NC(C)(c2ccc3c(c2)OCCO3)C1=O (stereo unspecified) | -7 | -7 | -1.9 | -1 | -2 | -7 | -2 | -4
S=C(NCCCc1ccccc1)Nc1ccccc1Cl | 52* | 17 | 1.2 | 30 | -1 | 49* | 11 | 9
CN=C1SC(CC(=O)Nc2ccccc2F)C(=O)N1/N=C/c1ccc(O)c(OC)c1 (stereo unspecified) | -23 | 24 | -1.4 | -28 | 1 | -1 | -12 | 8
Cc1cc(C)c2nc(-c3ccccn3)cc(C(=O)N3CCCC3)c2c1 | 10 | 9 | 4.1 | 46 | -3 | 37 | 20 | -6
Cc1ccccc1N=C(NOCc1ccccc1)c1nonc1N | 4 | 16 | -0.4 | 20 | -2 | 15 | -2 | -15
COc1ccc(C(=O)NCCCN(C)CCCNC(=O)c2ccc(OC)cc2)cc1 | -7 | 5 | 2.0 | -6 | -2 | -5 | -8 | -10
CCOC(=O)C1=C(COc2ccc(F)cc2Cl)NC(=O)NC1c1cc(C)ccc1C (stereo unspecified) | 0 | 4 | 1.4 | 14 | 6 | 0 | 14 | -30
CC(=O)NS(=O)(=O)c1ccc(N)cc1 | 7&8 | -14&1 | 0.3&-1.6 | -2&-1 | -2&-5 | -12&-19 | 6&5 | 8&17
CCOc1ccccc1N1CCN(C(=O)c2c(Cl)cnn2C)CC1 | 12 | 8 | 4.5 | -1 | -1 | -1 | 3 | 11

High-throughput results: PubChem BioAssay, Sanford-Burnham Center for Chemical Genomics
